# Giardia FBPA inh – blocks Giardia fructose-bisphosphate aldolase activity. purified Giardia FBPA. Potency, µM (titrated, usually from 59.6 µM), without a hit: top-dose activity, negative = inhibition, actives largely listed as inhibitors. 0.71% of 290,000 active. AID 2451; active = well fitted inhibition curve with a large enough effect; inconclusive = small, poorly fitted or top-dose-only effect, or effect the other way; note: nearly all actives have a fitted effect of over 55% in size
# Target sequence (A8B2U2 whole entry, looked up): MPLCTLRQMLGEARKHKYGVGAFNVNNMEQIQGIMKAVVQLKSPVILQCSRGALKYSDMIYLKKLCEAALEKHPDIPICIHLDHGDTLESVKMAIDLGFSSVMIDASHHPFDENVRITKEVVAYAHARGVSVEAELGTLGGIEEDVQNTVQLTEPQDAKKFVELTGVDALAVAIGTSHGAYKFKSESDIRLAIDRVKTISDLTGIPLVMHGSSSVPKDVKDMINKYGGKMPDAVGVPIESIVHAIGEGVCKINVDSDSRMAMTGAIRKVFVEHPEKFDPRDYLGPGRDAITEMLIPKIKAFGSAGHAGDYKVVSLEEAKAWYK
#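 Giardia FBPA (40 nM reagent) was preincubated 10 min at RT with compound (up to 57.5 uM final), then substrate plus GAPDH/TPI/NAD/arsenate coupling system with diaphorase/resazurin was added; resorufin fluorescence (525/598 nm) was read after 20 min.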
# The depositor's hits bear a star; ? = inconclusive; & = joins results of further samples; [ ] = dose if it differs, or a comment. % is set by controls: 0 for no effect and ±100 for the full control effect; potency is the fitted concentration of half-maximal effect. Only part of the results is shown, so the mix of outcomes need not match the whole.
no.	Compound	Giardia FBPA inh
1	CO[C@H]1COC(=O)CCC[C@H](C)[C@@H](OC)COC(=O)C/C=C\[C@@H]1C	3%[12.9 µM]
2	Cc1nc(NCc2ccccc2)c2nc(-c3ccccc3)n(CCN3CCCCC3)c2n1	7%
3	COc1ccc(Oc2ncc3nc(-c4ccc(OC)cc4)c(=O)n(C)c3n2)cc1	6%
4	N#Cc1ccc(CN2CCCC3(CCNCC3)C2)cc1	2%
5	COc1cc(O)c(C(=O)/C=C/c2ccc(O)c(OC)c2)c(OC)c1	-5%
6	COCCn1c(=O)c(-c2cccc(C#N)c2)nc2cnc(N3CCNCC3)nc21	1%
7	O=C(O)c1ccc2cc(-c3ccc(O)c(C45CC6CC(CC(C6)C4)C5)c3)ccc2c1	5%
8	Cc1cc(=O)oc2cc(NC(=O)C(CCCCN)NC(=O)C(CC3CCCCC3)NC(=O)OCC3c4ccccc4-c4ccccc43)ccc12 (stereo unspecified)	1%
9	CC(CCC(=O)O)C1CCC2C3CC(O)[C@@H]4CC(O)CC[C@]4(C)C3CC[C@@]12C (stereo partly specified)	16%
10	Cc1cc(C)c2c(-c3ccc(-c4ccc(C(F)(F)F)cc4)cc3)cc(=O)oc2c1	0%
11	O=C1C[C@@H](c2ccc(O)cc2)Oc2cc(O[C@@H]3O[C@H](CO)[C@@H](O)[C@H](O)[C@H]3O)cc(O)c21	6%
12	Nc1[nH]nc2nc3ccccc3nc12	6%
13	NC(=O)c1ccc2nc(-c3ccc(Oc4ccc(Cl)cc4)cc3)[nH]c2c1	-12%
14	CCOC(=O)CCN1C(=O)[C@H]2[C@H]3[C@H](O)[C@H](O)C/C(=N/OCc4ccccc4)[C@@H]3CC[C@@H]2C1=O	6%[12.9 µM]
15	C/C(CCN1CCCc2nc(C)c(C)cc21)=N\O[C@@H](C)c1cc(-c2c(C)cc(C)cc2C)no1	1%[12.9 µM]
16	CC(=O)OC1CC(OC(C)=O)[C@]2(C)C(CC(OC(C)=O)[C@]3(C)C2CC[C@@]2(C)C(c4ccoc4)C[C@H]4O[C@]432)C1(C)C (stereo partly specified)	2%
17	NCCNS(=O)(=O)c1cccc2cnccc12	-2%&-7%&-9%
18	CC(=O)[C@]1(O)CCC2C3C=C(Cl)C4=CC(=O)C5CC5[C@@]4(C)C3CC[C@]21C (stereo partly specified)	6%
19	CC(=O)OC1CC(OC(C)=O)[C@]2(C)C(CC(OC(C)=O)[C@]3(C)C2CC[C@@]2(C)C(c4ccoc4)OC(=O)C4O[C@]432)C1(C)C (stereo partly specified)	0%
20	c1ccc(Nc2ncncc2-c2ccc3c(c2)OCO3)cc1	-5%
21	CC(=O)N[C@H]1[C@@H](O[C@@H](C)C(=O)O)[C@H](O)[C@H](CO)O[C@@H]1O	0%[21.7 µM]
22	COc1ccccc1CNc1cc(-c2ccccc2CN(C)C)ncn1	6%
23	C[C@H]1CCCC=CC2C[C@H](O)C[C@@H]2[C@H](O)/C=C\C(=O)O1 (stereo partly specified)	4%
24	COC(=O)CC1C(C)(C)C(OC(C)=O)C2[C@H](OC(C)=O)[C@]34O[C@]2(O)[C@]1(C)C3CC[C@]1(C)C4=CC(=O)OC1c1ccoc1 (stereo partly specified)	-17%
25	O=C(OCCO)c1ccccc1O	1%
26	Cc1cc2c(nc1C)CCCN2C[C@@H](O)CN1CCN(C)CC1	-1%[12.9 µM]
27	CC(Cc1ccc(C(C)(C)C)cc1)CN1CCCCC1 (stereo unspecified)	4%
28	COc1cccc(CN2CC34CC(c5ccc(C(C)=O)cc5)C(CC3S2(=O)=O)O4)c1 (stereo unspecified)	2%
29	NC[C@@H]1O[C@H](O[C@@H]2[C@H](O[C@@H]3O[C@H](CO)[C@@H](O)[C@@H]3O)[C@@H](O)[C@@H](N)C[C@H]2N)[C@@H](N)[C@H](O)[C@@H]1O	0%[21.7 µM]
30	CC(=O)N1CCC2(CCCN(c3ncccn3)C2)CC1	1%
31	COC(=O)C(C(=O)OC)C1c2ccccc2C=C(C2CC2)N1C(=O)OC (stereo unspecified)	0%
32	Nc1nccc(-c2c(-c3ccc(F)cc3)ncn2C2CCNCC2)n1	?
33	COc1ccccc1CN1CCCC2(CCN(C(C)=O)CC2)C1	-1%
34	O=c1onc2n1-c1cc(Br)ccc1OC2	-2%
35	CC1(C)C(=O)C2C[C@]3(O)C4=CC(=O)OC(c5ccoc5)[C@]4(C)CCC3[C@](C)(C2=O)C1CC(=O)O (stereo partly specified)	0%
36	CN(C)c1ccc(-c2nccc(Nc3ccc(F)cc3)n2)cc1	-26%
37	CC(C)c1c(O)c(-c2cc3c(c(C(C)C)c2O)CCC2C(C)(C)CCC[C@@]32C)cc2c1CCC1C(C)(C)CCC[C@@]21C (stereo partly specified)	10%
38	CC(C)CC(NC(=O)C(COC(C)(C)C)NC(=O)C(Cc1ccc(O)cc1)NC(=O)C(CO)NC(=O)C(Cc1c[nH]c2ccccc12)NC(=O)C(Cc1cnc[nH]1)NC(=O)C1CCC(=O)N1)C(=O)NC(CCCN=C(N)N)C(=O)N1CCCC1C(=O)NNC(N)=O (stereo unspecified)	4%
39	COc1ccc2c(=O)c(OC)c(-c3ccccc3)oc2c1	12%
40	COC(=O)[C@H](COC(C)(C)C)NC(=O)O[C@@H]1C(=O)c2ccc(OC)cc2O[C@H]1c1cccc(C(F)(F)F)c1	0%

# Molecules above that have a halogen, in the order listed:
no.	Compound	Giardia FBPA inh
10	Cc1cc(C)c2c(-c3ccc(-c4ccc(C(F)(F)F)cc4)cc3)cc(=O)oc2c1	0%
13	NC(=O)c1ccc2nc(-c3ccc(Oc4ccc(Cl)cc4)cc3)[nH]c2c1	-12%
18	CC(=O)[C@]1(O)CCC2C3C=C(Cl)C4=CC(=O)C5CC5[C@@]4(C)C3CC[C@]21C (stereo partly specified)	6%
32	Nc1nccc(-c2c(-c3ccc(F)cc3)ncn2C2CCNCC2)n1	?
34	O=c1onc2n1-c1cc(Br)ccc1OC2	-2%
36	CN(C)c1ccc(-c2nccc(Nc3ccc(F)cc3)n2)cc1	-26%
40	COC(=O)[C@H](COC(C)(C)C)NC(=O)O[C@@H]1C(=O)c2ccc(OC)cc2O[C@H]1c1cccc(C(F)(F)F)c1	0%

# (cont.)
no.	Compound	Giardia FBPA inh
41	CN(C)c1ccc2c(-c3ccccc3)c3ccc(=[N+](C)C)cc-3oc2c1	28%
42	Cc1nc(NCc2ccccc2)c2nc(-c3ccccc3)n(CCN3CCCC3)c2n1	9%
43	COc1ccc(-c2cc(C3C4C=CCCC4(C)C(=O)N3Cc3ccccc3)ccc2F)cc1OC (stereo unspecified)	-5%
44	O=C(O)/C=C\c1ccc(Cn2ccnc2)cc1	-13%[21.7 µM]
45	COc1ccccc1-c1nc(NCCNC(C)=O)c2ccccc2n1	-13%
46	CCCOCCN(C(=O)CCl)c1c(CC)cccc1CC	1%
47	Cc1ccc(N)c(Cl)c1	2%
48	COc1cc2c3cc1Oc1c(OC)c(OC)cc4c1[C@@H](Cc1ccc(O)c(c1)Oc1ccc(cc1)C[C@@H]3N(C)CC2)N(C)CC4	-23%
49	CC(C)(C)CNc1nc(C#N)nc(Nc2ccccc2)n1	-6%
50	COc1ccccc1CN1CC[C@@]2(CCCN(C(=O)c3cccn3C)C2)C1	-9%
51	O=C(Nc1cccc(F)c1)N1CC[C@@]2(CCCN(C(=O)c3cnccn3)C2)C1	3%
52	c1ccc2c(c1)Cc1cc3cc4c(cc3nc1-2)OCO4	?
53	C=CCC(O)(C#Cc1ccccc1)c1ccccc1 (stereo unspecified)	10%
54	CCNc1ncc2nc(-c3cccs3)c(=O)n(-c3ccccc3)c2n1	3%
55	CS(=O)(=O)N1CCC2(CCCN(c3ccncc3)C2)CC1	-1%
56	CC[C@H](C)[C@H](NC(=O)[C@H](CCCN=C(N)N)NC(=O)[C@H](CCCN=C(N)N)NC(=O)[C@H](CC(C)C)NC(=O)[C@H](Cc1ccccc1)NC(=O)CNC(=O)CNC(=O)[C@@H](N)Cc1ccc(O)cc1)C(=O)N[C@@H](CCCN=C(N)N)C(=O)N1CCC[C@H]1C(=O)N[C@@H](CCCCN)C(=O)N[C@@H](CC(C)C)C(=O)N[C@@H](CCCCN)C(=O)O	6%
57	C=CCCCCCCCCCCCc1ccco1	4%
58	OCC(O)C(O)C(O)C(O)CO (stereo unspecified)	4%&0%
59	CN(C)c1nc2c(Br)c(Br)c(Br)c(Br)c2[nH]1	-4%
60	COc1ccc(CNc2nc(-c3ccc(N(C)C)cc3)nc3ccccc23)c(OC)c1	18µM*
61	CC/C=C\C[C@@H](/C=C/C=C\C/C=C\C/C=C\CCCC(=O)O)OO	1%
62	O=C(N/N=C1/C[C@@H](O)[C@@H](O)[C@@H]2[C@@H]3C(=O)N(c4cccc(Oc5ccccc5)c4)C(=O)[C@H]3CC[C@H]12)OCc1ccccc1	1%[12.9 µM]
63	Cc1cccc(CNc2cc(-c3ccccc3C)ncn2)c1	-8%
64	Clc1ccccc1-c1nc(NCCN2CCOCC2)c2ccccc2n1	-3%
65	COc1ccccc1CCn1c(=O)c(-c2cccc(F)c2)nc2cncnc21	-6%
66	O[C@@H]1[C@@H]2O[P@@](O)(=S)OC[C@H]2O[C@H]1n1cnc2cc(Cl)c(Cl)cc21	17%
67	COC(=O)[C@@]1(Cc2ccc(F)cc2)[C@H]2c3cc(C(=O)N4CCCC4)n(CCN4CNCC4=O)c3C[C@H]2CN1C(=O)c1ccccc1	-3%
68	O=c1cnc2cnc(OCc3ccccc3)nc2n1Cc1ccc(F)cc1	11%
69	CCC(=O)CC(NC(=O)OC)c1ccccc1 (stereo unspecified)	0%[12.9 µM]
70	FC(F)(F)c1cc(CO[C@H]2CCCN[C@H]2c2ccccc2)cc(C(F)(F)F)c1	-11%&-11%
71	COc1ccc2c(=O)ccoc2c1	-4%
72	COC(=O)CCCC1=CC2=CC(=O)C(C)(OC(=O)c3ccco3)C(=O)C2=CO1 (stereo unspecified)	-9%

# Single values from the list.
# Giardia FBPA inh result of compound 66 stands at 17%
# Giardia FBPA inh result of compound 71 stands at -4%

# Down the list, quoted from above:
# Compounds 5 to 14 in Giardia FBPA inh read -5%, 1%, 5%, 1%, 16%, 0%, 6%, 6%, -12%, 6%[12.9 µM]

# Remaining list, next part:
no.	Compound	Giardia FBPA inh
73	Cc1cc2c(cc1Cl)C(c1ccccc1C)CC(=O)O2 (stereo unspecified)	-2%[89.2 µM]
74	COCCn1c(=O)cnc2cnc(Nc3cccc(OC)c3)nc21	2%
75	COc1ccc(O[C@H]2C=C[C@@H](c3ccccc3)O[C@H]2CO/N=C(/C)CCC(=O)OC[C@@H]2O[C@H](C#Cc3ccccc3)C=C[C@@H]2Oc2ccc(C)cc2)cc1	0%[12.9 µM]
76	COc1cc2c(cc1OC)[C@]13CCN4CC5=CCOC6CC(=O)N2[C@@H]1[C@@H]6C5C[C@@H]43 (stereo partly specified)	2%
77	COC(=O)C1(CC(C)C)C=C2C(=C(C)C(=O)C2C)CN1 (stereo unspecified)	-23%
78	CC(C)C[C@@H](CC(=O)N[C@@H](CCC(=O)O)CC(=O)O)NC(=O)[C@@H]1CNCC[C@H]1NC(=O)C[C@@H](NC(=O)C[C@H](CO)NC(=O)[C@@H]1CCCC[C@H]1N)C(C)C	-22%
79	CC(C)C[C@@H](CC(=O)N[C@@H](CCCN)CC(=O)N[C@@H]1CCNC[C@H]1C(=O)N[C@H](CC(=O)N[C@@H](CCC(=O)O)CC(=O)O)CC(C)C)NC(=O)[C@@H]1CNCC[C@H]1N	-21%
80	CCCNc1nc(C#N)nc(Nc2ccccc2)n1	3%
81	COc1ccc(/C=C/c2cc(O)cc(O)c2)cc1	7%
82	C#CC1(O)CCC2C3CCC4=CC(=O)CCC4(C)C3CCC21C (stereo unspecified)	6%
83	O=C(NC[C@@H]1CCCCN1)c1cc(OCC(F)(F)F)ccc1OCC(F)(F)F	2%[21.7 µM]
84	C[Se]CCC(N)C(=O)O (stereo unspecified)	-13%
85	CN(Cc1ccc(C(C)(C)C)cc1)Cc1cccc2ccccc12	-11%
86	O=C(O)C1CC=CC2CCN(C3CCCCC3)C(=O)C21 (stereo unspecified)	9%
87	COC(=O)C(NS(N)(=O)=O)C(C)C (stereo unspecified)	4%
88	O=S(=O)(c1ccccc1)N1CCC[C@@]2(CCN(Cc3cc(C(F)(F)F)cc(C(F)(F)F)c3)C2)C1	-2%
89	Clc1ccc2ncnc(NCc3ccc4c(c3)OCO4)c2c1	-13%&0%
90	Cc1noc(C)c1-c1nc(N2CCOCC2)c2ccccc2n1	-2%
91	CC(C)CO/N=C1/C[C@@H](O)[C@@H](O)[C@@H]2[C@@H]3C(=O)N(Cc4ccc5c(c4)OCO5)C(=O)[C@H]3CC[C@H]12	1%[12.9 µM]
92	O=c1c2nc(Br)n([C@@H]3O[C@@H]4CO[P@@](O)(=S)O[C@H]4[C@H]3O)c2nc2[nH]c(-c3ccccc3)cn12	-23%
93	CCCCC/C=C\C/C=C\CCCCCCCCCC(=O)NCC(=O)O	3%
94	COc1ccc(CNc2cc(-c3ccccc3CN(C)C)ncn2)c(OC)c1	-8%
95	CC(CCC(=O)O)C1CCC2C3C(=O)C[C@@H]4CC(=O)CC[C@@]4(C)C3CC(=O)[C@]12C (stereo partly specified)	3%
96	CCNc1ncc2nc(-c3cn(C)c4ccccc34)c(=O)n(Cc3ccc(F)cc3)c2n1	-10%
97	COc1cccc(Cn2c(=O)c(-c3ccccc3)nc3cnc(OC)nc32)c1	2%
98	CCNc1ncc2nc(-c3ccc(F)cc3)c(=O)n(C[C@H]3CCCO3)c2n1	0%
99	O=C1C=C[C@@H](O)[C@H]2[C@@H]3C(=O)N(C4CCCCC4)C(=O)[C@@H]3CC[C@H]12	0%[12.9 µM]
100	O=C(c1csnn1)N1CCC[C@@]2(CCN(Cc3cc(C(F)(F)F)cc(C(F)(F)F)c3)C2)C1	1%
